CF NFkB inh: inhibitors of PAF-induced NF-kB signaling, primary screen, cell-based, GFP fluorescence, uHTS. AID 588850, 2011. KKLEB NF-kB-GFP reporter, GFP fluorescence overnight. inhibition, % at 5 µM. 360,000 compounds, 0.86% hits;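 active = at least 50% inhibition at 5 µM, scaled per plate between neutral and stimulator controls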;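 also: PAF is a Pseudomonas aeruginosa culture filtrate used as stimulus; plate controls were PAF-stimulated DMSO wells for no effect and unstimulated DMSO wells for full effect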
Peg3 prom inh: Peg3 promoter-driven luciferase inhibitors, primary screen, cell-based, HeLa, luciferase luminescence; inhibition, % at 20 µM; HeLa PEG-Prom luciferase reporter, overnight; 360,000 compounds, 1.7% hits;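 active = inhibition of at least 50% at 20 µM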
HIF-2a block: HIF-2a reporter inhibitors, primary screen, luminescence, 786-0 RCC cells; 786-0 RCC cells HIF-2a reporter, luciferase luminescence, overnight; inhibition, % at 18.8 µM; 360,000 compounds, 0.72% hits; AID 624352, 2012;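 active = inhibition of the luminescence signal of 40% or more relative to plate controls, in a single-dose primary screen at 18.75 µM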
CaV13 ICDI inh: Primary screen for inhibitors of IQ motif and Ca2+-dependent inactivation inhibitor domain binding in CACNA1D, Förster resonance energy transfer in living cells, …. HEK cells, CFP/YFP FRET ICDI-IQ, plate reader, 10 min; percent FRET-ratio fall versus neutral wells. AID 743397. inhibition, % at 12.3 µM. 340,000 compounds, 0.098% hits;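 active = mean replicate inhibition of at least 30% and at least 1% of replicates passing that level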;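 also: 0% = median of the neutral control wells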
NR2E3 ag-1: inhibitors of NR2E3-RetCOR corepressor binding, primary screen, NR2E3 agonist project, biochemical, TR-FRET, GST-NR2E3, biotin-RetCOR; 320,000 compounds, 0.12% hits; AID 2300, 2010; 1536-well; inhibition of corepressor binding, % at 4.78 µM; Photoreceptor-specific nuclear receptor (Homo sapiens), Q9Y5X4;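 active = percent inhibition above the cutoff of mean plus 3 SD of all tested compounds, set per screening campaign, cut at about 20% in these data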;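 also: 0% = DMSO wells and 100% = biotin wells as full block of FRET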
Target sequence (Q9Y5X4 whole entry, looked up): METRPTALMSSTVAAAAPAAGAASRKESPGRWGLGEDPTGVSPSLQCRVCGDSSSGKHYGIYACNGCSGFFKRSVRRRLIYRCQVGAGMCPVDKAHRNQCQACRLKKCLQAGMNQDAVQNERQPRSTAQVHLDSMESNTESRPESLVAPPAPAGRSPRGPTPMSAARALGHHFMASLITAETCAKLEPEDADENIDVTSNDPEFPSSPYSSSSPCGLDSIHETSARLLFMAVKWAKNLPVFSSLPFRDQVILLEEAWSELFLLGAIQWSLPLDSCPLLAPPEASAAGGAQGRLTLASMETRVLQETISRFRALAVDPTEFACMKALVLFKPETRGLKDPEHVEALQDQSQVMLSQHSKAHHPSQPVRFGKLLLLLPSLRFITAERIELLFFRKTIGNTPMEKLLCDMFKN
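Material – GST-tagged NR2E3 plus biotinylated RetCOR corepressor · Quantity – NR2E3 fusion 1.35 nM · Times – 5 h incubation at 4 °C · Medium – pH 7.5 Tris-based buffer · Technique – TR-FRET, Eu(K)-anti-GST donor, streptavidin-D2 acceptor, ex 340, em 617/671 nm · Benchmarks – high control biotin, low control 0.6% DMSO · Format – 1536-well plates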
Shn3 inh set2: reduction of Shn3 3'UTR firefly luciferase signal, primary screen, Schnurri-3 inhibitor project, cell-based, Clone20 osteoblasts, set 2; inhibition, % at 12.5 µM; Clone20 osteoblast Shn3 3'UTR firefly luciferase, 24 h; 360,000 compounds, 0.52% hits;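 active = mean inhibition of at least 75% with every replicate also reaching 75%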;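 also: 0% = median of neutral control wells and 100% = pilot-screen positive control compound; some compounds past the cut are filed as inactive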
NR2E3 ag-2: NR2E3 agonists in two-hybrid cells, primary screen, cell-based, luminescence, CHO-S, Gal4-NCOR/VP16-NR2E3. AID 602229, 2012. luciferase. inhibition of corepressor binding, % at 3.98 µM. 360,000 compounds, 0.35% hits;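 active = inhibition above the mean of all tested compounds plus 3 SD, cut at about 70% in these data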;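 also: 0% = DMSO with NR2E3 transfected cells and 100% = cells lacking NR2E3 construct; higher means lower luciferase signal from less NR2E3 corepressor binding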
PDI inh: inhibitors of human PDI, primary screen, biochemical, turbidity, single point, plate reader; Protein disulfide-isomerase (Homo sapiens), P07237; PDI insulin aggregation turbidity, A650, 90 min; inhibition, % at 10 µM; 350,000 compounds, 0.052% hits;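 active = mean inhibition across replicates of 30% or more, whatever share of single replicates reach that level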;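 also: absorbance from insulin aggregation driven by PDI reduction with DTT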
Target sequence (P07237 whole entry, looked up): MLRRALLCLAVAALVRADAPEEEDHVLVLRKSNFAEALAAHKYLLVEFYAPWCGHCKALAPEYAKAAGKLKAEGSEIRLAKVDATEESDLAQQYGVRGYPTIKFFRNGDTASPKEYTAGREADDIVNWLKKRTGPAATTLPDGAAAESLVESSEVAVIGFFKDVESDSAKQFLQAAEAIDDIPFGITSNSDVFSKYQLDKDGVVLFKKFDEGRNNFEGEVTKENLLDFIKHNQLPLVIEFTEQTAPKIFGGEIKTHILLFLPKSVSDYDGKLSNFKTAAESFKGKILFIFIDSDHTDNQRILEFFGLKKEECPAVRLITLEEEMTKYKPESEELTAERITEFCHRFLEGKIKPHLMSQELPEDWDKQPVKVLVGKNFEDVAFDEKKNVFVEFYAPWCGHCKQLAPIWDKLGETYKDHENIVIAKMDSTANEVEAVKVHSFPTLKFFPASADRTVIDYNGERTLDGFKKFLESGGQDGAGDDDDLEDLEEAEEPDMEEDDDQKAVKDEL
MITF TRPM1 inh: inhibitors of MITF-dependent TRPM1 promoter reporter, primary screen, cell-based, SK-MEL-5, single point, luciferase. SK-MEL-5 TRPM1 promoter luciferase, 24 h. inhibition, % at 12.5 µM. 330,000 compounds, 0.83% hits;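 active = mean inhibition across replicates of 60% or more, whatever share of single replicates reaches that level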; also: values of inactives mirror those of a sister screen read the other way
KKLEB tox: cytotoxicity in KKLEB CF airway cells, primary screen, cytotoxicity control for CF NF-kB inhibitor project, cell-based, uHTS, fluorescence assay plates; KKLEB CF airway cells viability, ATPlite luminescence, overnight; stronger effect = lower value; cells stimulated with P. aeruginosa culture filtrate; activity change (cytotoxicity), % at 5 µM; 360,000 compounds, 0.36% hits; AID 602141, 2011;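 active = corrected activity change at or below -50% at 5 µM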
Vif imaging: HIV Vif self-association inhibitors, primary screen, imaging, HEK293T, single point | AID 602346, 2012 | inhibition, % at 7.49 µM | HEK293T cells, Vif self-association by quenched fluorescence, 24 h | 340,000 compounds, 0.35% hits; in the data active = inhibition above about 50%, passing the limit was not always enough; also: some results filed as inactive read as strong as hits
The depositor's hits bear a star; x = no result given. Outcome played no part in choosing rows. Share with any hit: about 3.3%.

SMILES	CF NFkB inh	Peg3 prom inh	HIF-2a block	CaV13 ICDI inh	NR2E3 ag-1	Shn3 inh set2	NR2E3 ag-2	PDI inh	MITF TRPM1 inh	KKLEB tox	Vif imaging
O=C(CCl)NC1(C(F)(F)F)C(=O)Nc2c1c(=O)[nH]c(=O)n2-c1ccccc1 (configuration not stated)	0	-10	13	-6	0	-9	-8	8	0	11	-3
O=C(Cc1ccc(Cl)cc1)NC1CCS(=O)(=O)C1 (configuration not stated)	27	3	12	-6	1	-20	0	-8	3	-12	-5
CCC(C)N(C(=O)CSc1nnc(C)n1C)C1CCS(=O)(=O)C1 (configuration not stated)	-7	0	4	-7	-4	-14	8	0	-9	4	17
COc1ccc(OCc2nnc(SCC(=O)N3CCCCC3)o2)cc1	15	-62	-31	-5	-3	-16	-25	0	-3	-4	3
CCC(C)[C@H](NC(=O)C1CC(=O)N(c2ccc3c(c2)OCCO3)C1)C(=O)NC1CCCC1 (some centres not stated)	1	8	4	-16	-2	10	22	-3	8	6	2
Cc1cc(C)cc(-n2ncc3c2CCCC3NC(=O)CCCn2cncn2)c1 (configuration not stated)	-17	5	-16	-3	-2	-1	-1	3	-2	0	-8
CCOC(=O)/C(C#N)=C/c1cn(CCOc2ccc(OC)cc2)c2ccccc12	8	15	11	-102	2	1	-16	0	8	1	-7
COc1ccc(CNC(=O)c2cccc3c2C(=O)N(CC2CCCO2)C3)cc1 (configuration not stated)	2	10	9	-6	-2	-32	-41	x	x	-19	x
COC(=O)c1ccsc1NC(=O)c1ccc2c(c1)OCCO2	-17	-111	-123	-7	2	-31	-8	-12	-3	-12	-7
COC(=O)c1[nH]c2ccc(C)cc2c1NS(=O)(=O)c1ccc(F)c(C)c1	1	33	24	-10	3	17	-10	5	-8	-13	-8
CC(=O)Nc1nc(-c2ccc(Br)s2)cs1	-11	-120	-189	-4	-6	-30	-74	1	-46	15	-1
O=C(NC1CCCN(CCc2ccccc2)C1)C1CCCC1 (configuration not stated)	4	7	20	-5	-4	5	-12	-1	-11	3	-4
Cc1oc(-c2ccc(-c3ccccc3)cc2)nc1CN(CCO)C(C)C	10	-132	-41	-6	5	-20	-180	0	-31	-19	-3
O=C(Nc1ccc(NC(=O)c2ccccc2Br)cc1)c1ccccc1	-9	-35	-71	-20	4	-17	-36	-2	-24	-2	-1
CCc1ccc(CN(C)C(=O)c2cc(COc3cccc4cnccc34)on2)cc1	20	9	-12	-6	4	86*	108*	3	21	-6	-20
CCCS(=O)(=O)N1CCC(C(=O)NCCN(C)Cc2ccccc2)CC1	8	7	17	x	3	13	14	18	-9	7	5
CC(C)Oc1ccc(CN2CCC2(C)C(=O)Nc2cccc3cccnc23)cc1 (configuration not stated)	4	-3	-9	-7	x	2	5	2	x	6	2
CCOC(=O)N1CCC(NC(=O)C2CCCN(C(=O)N3CCOc4ccccc43)C2)CC1 (configuration not stated)	-1	5	24	-7	0	-9	0	0	3	-4	1
CSc1ccccc1NC(=O)CN(C)C(=O)CNc1ccc(C(F)(F)F)cc1[N+](=O)[O-]	10	5	19	-6	2	-39	2	3	15	-22	1
COc1ccc(OC)c(/C=C2\SC(=S)N(NS(=O)(=O)c3ccc(C)cc3)C2=O)c1	-9	18	17	-4	-4	-7	-23	3	6	-7	3
CCOc1ccc2c(c1)sc(=NC(=O)C1CC1)n2C	-29	-288	-353	-8	6	-16	-110	1	-1	22	-5
Cc1cc(NC(=O)CSc2nnnn2C2CCCC2)no1	8	10	11	-9	2	-1	-14	7	6	0	1
CCN(C[C@H]1N[C@@](C)(C(=O)OC)[C@H]2C(=O)N(C)C(=O)[C@@H]12)C(=O)Nc1ccccc1	-3	-10	3	-3	x	-6	2	8	1	-2	-3
O=C(NCc1ccc2c(c1)OCO2)c1nc(S(=O)(=O)Cc2ccccc2F)ncc1Cl	86*	106*	88*	-3	0	95*	-22	-1	91*	-2	-20
CS(=O)(=O)N(CC(=O)Nc1ccc(Cl)c(Cl)c1)C1CCCCC1	10	36	21	-6	-4	-13	-14	3	3	-3	-14
CCC(NS(=O)(=O)c1c(C)[nH]c(=O)[nH]c1=O)C12CC3CC(CC(C3)C1)C2 (configuration not stated)	4	20	24	-5	1	20	-4	10	-6	0	-5
Cc1nc(SCC(=O)NC2CCCCC2C)nc(C)c1C (configuration not stated)	10	7	9	-9	x	-3	-39	-1	-6	0	-7
CCNS(=O)(=O)c1ccc(CCC(=O)Nc2ccccc2)cc1	-15	4	15	-6	-1	3	-6	-1	-10	-1	-3
COc1ccc(N=Cc2c(O)n(-c3ccc(OC)cc3)c(=O)c3ccccc23)cc1	43	1	-12	-17	0	21	12	-4	3	-28	3
O=C(N/N=C/c1ccc([N+](=O)[O-])cc1)c1c[nH]c2ccccc12	-7	-79	-208	-4	0	-9	-24	-3	-32	-4	2
Cc1cc(C)n2nc(C(=O)N3CCCC(N4CCN(c5ccccc5C)CC4)C3)cc2n1 (configuration not stated)	-14	4	-9	-3	x	1	-6	8	-1	-4	-7
COC(=O)c1cc(NC(=O)CN(c2cccc(OC)c2)S(=O)(=O)c2ccccc2)ccc1Cl	-35	47	34	-5	-1	60	-4	-2	2	-5	-18

3 structures already listed, ordered by SMILES length, low to high:
SMILES	CF NFkB inh	Peg3 prom inh	HIF-2a block	CaV13 ICDI inh	NR2E3 ag-1	Shn3 inh set2	NR2E3 ag-2	PDI inh	MITF TRPM1 inh	KKLEB tox	Vif imaging
O=C(NC1CCCN(CCc2ccccc2)C1)C1CCCC1 (configuration not stated)	4	7	20	-5	-4	5	-12	-1	-11	3	-4
CCC(C)N(C(=O)CSc1nnc(C)n1C)C1CCS(=O)(=O)C1 (configuration not stated)	-7	0	4	-7	-4	-14	8	0	-9	4	17
CCOC(=O)N1CCC(NC(=O)C2CCCN(C(=O)N3CCOc4ccccc43)C2)CC1 (configuration not stated)	-1	5	24	-7	0	-9	0	0	3	-4	1

Additional structures follow.
SMILES	CF NFkB inh	Peg3 prom inh	HIF-2a block	CaV13 ICDI inh	NR2E3 ag-1	Shn3 inh set2	NR2E3 ag-2	PDI inh	MITF TRPM1 inh	KKLEB tox	Vif imaging
CC(CC(=O)Nc1ccc(Br)cc1F)S(=O)(=O)c1ccc2c(c1)NC(=O)CO2 (configuration not stated)	-1	-23	-20	-4	4	5	-22	2	-2	4	-6
Cc1cccc2c(C(=O)O)cc(-c3cccnc3)nc12	2	7	18	-6	-1	-4	-9	4	2	3	19
O=C(O)Cn1c(=O)c2c3c(sc2n(Cc2ccc(F)cc2)c1=O)CCCC3	-3	18	21	-16	-1	-1	-15	3	0	-7	-7
O=C1C2C(C(=O)N1c1ccc3c(c1)OCO3)C1C=CC2C12CC2 (configuration not stated)	7	-23	-5	-8	2	-14	-9	2	3	-9	7
CCOC(=O)N1CCC(N2CCCC(C(=O)c3cccc(OC(C)C)c3)C2)CC1 (configuration not stated)	-4	12	18	-4	2	24	7	9	6	8	-3
CS(=O)(=O)N(CC(=O)N1CCc2ccccc2C1)c1ccc2c(c1)OCO2	0	-4	3	-2	-2	-9	-2	16	-4	-4	2
CC1=NN(C(=O)COc2ccccc2C)C(O)(c2ccc(Cl)cc2)C1 (configuration not stated)	-11	-7	8	-5	3	5	-34	1	-11	-14	-2
CNc1nc(N)c([N+](=O)[O-])c(N2CCCCCC2)n1	24	5	0	-15	-1	-12	-17	9	-3	-9	-15
CN(Cc1ccccc1)S(=O)(=O)c1ccc(Cl)c(C(=O)N2CCC(C(N)=O)CC2)c1	-30	11	11	-6	x	-5	8	-5	-4	22	-8
CC(C)CCNS(=O)(=O)c1cc2c3c(c1)CCN3C(=O)CC2	-5	-10	6	-14	-1	-13	20	4	-1	14	4
Oc1ccc(/C=N/Nc2ccc3ccccc3c2)c(O)c1	-26	-184	-99	3	5	-35	-36	-2	-7	22	-2
CN(C)S(=O)(=O)c1cccc(-c2cn3cccnc3n2)c1	0	6	2	1	-1	8	-14	-10	-29	-4	-1
O=C(CNC(=O)c1cccnc1)N/N=C/c1cc(Br)c(O)c(Br)c1	-13	11	16	-19	-4	-13	-26	2	-1	7	18
O=C(CN1CCCC1c1cccs1)N1CCN(S(=O)(=O)c2ccccc2)CC1 (configuration not stated)	16	-10	2	-12	x	-98	-7	-5	-10	-8	-16
Cn1c(CCNC(=O)c2cccs2)n[nH]c1=S	-4	4	12	-4	-4	20	-10	13	-1	2	-3
N/C(=N\OC(=O)Oc1ccccc1)c1ccc(Br)cc1	3	12	4	-5	4	-6	2	-7	-4	9	x
CCn1c(CNC(=O)C2CCCCC2)cc2ccccc21	-4	13	18	-5	4	4	-10	-7	-2	2	-1
CCOC(=O)n1c(=O)oc2cc(S(=O)(=O)N3CCOCC3)ccc21	4	6	15	-9	5	-3	11	3	2	5	-3
O=C1CC2(CCOCC2)Oc2ccc3ccccc3c21	-1	-32	-19	-6	4	-7	-5	-6	5	-15	x
CC(CNC(=O)c1cccs1)c1ccc([N+](=O)[O-])cc1 (configuration not stated)	16	-1	15	2	-3	4	-16	5	1	8	0
COCCNC(=O)c1cc2c(s1)-c1ccc(Cl)cc1SC2	10	-225	-230	-3	x	-75	-115	10	-61	-7	-12
CCOc1cc(C(=O)Oc2cc(C)[nH]c(=O)c2[N+](=O)[O-])cc(OCC)c1OCC	0	0	11	-2	-4	10	-24	9	6	-1	-5
Cc1cc(C)nc(N/N=C/c2ccccc2OCC(=O)O)n1	11	5	12	-4	-1	1	-6	-2	9	-10	11
CCOc1ccc(CN(C)Cc2cc(=O)oc3c(C)c(C)ccc23)cc1OC	-15	6	15	-7	x	82	86*	-1	20	-8	-22
COc1ccc(CN(Cc2cc3cc4c(cc3[nH]c2=O)OCO4)C(=O)NC2CCCCC2)cc1	10	18	22	x	2	25	-3	0	1	-11	-7
O=C(Nc1ccccc1)/C(=C/c1ccc(F)cc1)NC(=O)c1ccco1	25	3	7	-18	0	-15	-24	1	8	-2	0
COc1cccc(CN(CC(=O)NC2CCCCC2)C(=O)c2csnn2)c1	-1	7	4	-4	0	14	-8	9	2	1	3
CCOc1ccc2c(c1)c1nnc(SCC(=O)NC3CC3)nc1n2C	-23	3	3	-7	1	2	-20	0	8	4	-7
Cc1ccc(N(C)C(=O)c2cc(S(=O)(=O)N3CCCC3)cn2C)cc1	9	4	7	-8	-3	-13	-15	x	-7	9	1

Assay outcomes (PubChem)
